A350 autofl – compounds fluorescent in Alexa 350 spectral region. 59,000 compounds, 11% hits. max dye-equivalent concentration, M. Compound autofluorescence, 340/450 nm, Alexa 350 dye-equivalents; hits give high values; in the data active = max dye-equivalent concentration above about 10 nM; inconclusive = mostly about 1.1 nM to 9.6 nM
HEK293 cAMP cs – parental HEK293 cAMP activation (counter-screen) | parental HEK293 CNG cAMP sensor, membrane potential fluorescence | Potency, µM (series often up to 57.1 µM), without a hit: top-dose activation, hits mostly activators | 73,000 compounds, 2.5% hits | AID 938; also: potency is read from the fitted curve at half-maximal effect; % of control where 0% means no effect; nearly all actives have a fitted effect of over 55% in size
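Parental HEK 293 cells stably expressing a cAMP-gated CNG channel were loaded with membrane potential dye containing 100 uM RO 20-1724 for 60 min. Compound added for 30 min; depolarization read as fluorescence intensity at 590 nm.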
FLuc inh – inhibitors of firefly luciferase; purified firefly luciferase, luminescence, 8 min; Potency, µM (series often up to 57.1 µM), inactives show at the highest dose activity change, negative = inhibition, actives largely listed as inhibitors; 72,000 compounds, 2.2% hits; AID 411; also: potency is read from the fitted curve at half-maximal effect; % is scaled to controls: 0 for no effect and ±100 for the full control effect; nearly all actives have a fitted effect of over 40% in size
Target sequence (P08659 whole entry, looked up): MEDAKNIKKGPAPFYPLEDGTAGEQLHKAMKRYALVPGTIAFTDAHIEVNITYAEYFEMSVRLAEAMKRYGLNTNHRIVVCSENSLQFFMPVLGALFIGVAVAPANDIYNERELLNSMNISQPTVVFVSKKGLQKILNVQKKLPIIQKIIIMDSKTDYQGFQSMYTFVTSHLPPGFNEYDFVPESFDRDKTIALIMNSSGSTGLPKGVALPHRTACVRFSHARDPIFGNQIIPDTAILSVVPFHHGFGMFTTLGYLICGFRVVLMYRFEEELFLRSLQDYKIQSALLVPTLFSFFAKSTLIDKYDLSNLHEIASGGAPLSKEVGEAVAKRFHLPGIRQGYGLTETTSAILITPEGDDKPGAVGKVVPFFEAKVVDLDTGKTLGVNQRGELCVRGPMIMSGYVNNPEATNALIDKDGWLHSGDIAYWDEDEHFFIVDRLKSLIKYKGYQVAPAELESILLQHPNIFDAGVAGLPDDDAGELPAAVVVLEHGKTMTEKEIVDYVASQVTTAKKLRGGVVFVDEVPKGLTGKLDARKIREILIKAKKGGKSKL
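Compounds were tested as concentration series (qHTS) against purified P. pyralis luciferase with luciferin and 10 uM ATP in 50 mM imidazole pH 7.2, 50 mM KCl, 7 mM MgCl2, 0.01% Tween 20, 0.05% BSA. Luminescence was read after 8 min at ambient temperature.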
ERK AVP block – inhibitors of vasopressin-stimulated ERK signaling pathway; AID 995; HEK293-V1b, vasopressin-stimulated pERK AlphaScreen; 72,000 compounds, 0.99% hits; Potency, µM (top dose mostly 57.5 µM), for inactives: at the top dose activity, negative = inhibition, most hits filed as inhibitors; also: potency is read from the fitted curve at half-maximal effect; % is scaled to controls: 0 for no effect and ±100 for the full control effect; nearly all actives have a fitted effect of over 55% in size
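HEK293 cells stably expressing V1b receptor, preincubated 30 min at 37 °C with compound, then stimulated 5 min with 25 nM vasopressin. Phospho-ERK by AlphaScreen SureFire after 5 h RT; normalized to DMSO and vasopressin; AC50 by Hill fit.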
4-MU autofl – compounds fluorescent in 4-MU spectral region. compound autofluorescence, 340/450 nm, 4-MU equivalents; hits give high values. max dye-equivalent concentration, M. 59,000 compounds, 11% hits; in the data active = max dye-equivalent concentration above about 10 nM; inconclusive = mostly about 1.1 nM to 9.6 nM
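Compounds in 100 mM Tris, pH 8.0, sat 15 min at room temperature before fluorescence was read at 340 nm excitation/450 nm emission; a per-plate six-point 4-MU standard curve converted signals to dye-equivalent concentration at each compound concentration.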
Fluorescein autfl – fluorescein region autofluorescence | Compound autofluorescence, 480/540 nm, fluorescein-equivalent; hits give high values | 59,000 compounds, 0.91% hits | max fluorescein-equivalent concentration, M | AID 593; in the data active = max fluorescein-equivalent concentration above about 10 nM; inconclusive = between about 1.1 nM and that limit
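Compounds (23 nL) in 100 mM Tris pH 8.0, 15 min at room temperature, then fluorescence read at 480 nm excitation/540 nm emission. Signal converted to fluorescein-equivalent concentration from an on-plate fluorescein standard curve.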
TexasRed autofl – compound fluoresces in the Texas Red spectral region; Compound fluorescence, Texas Red channel, 547/618 nm; hits give high values; 59,000 compounds, 0.06% hits; AID 587; max dye-equivalent concentration, M; in the data active = max dye-equivalent concentration above about 10 nM; inconclusive = between about 1.1 nM and that limit
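Pin-transferred compounds and Texas Red standards go into 100 mM Tris buffer, pH 8.0. After 15 min at room temperature, plates are imaged with 547/618 nm filters. Each value is a dye-equivalent concentration derived from the per-plate dye curve.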
Rhodamine autofl – rhodamine region autofluorescence; Rhodamine-region fluorescence, 547/598 nm, Tris buffer; hits give high values; AID 594; max dye-equivalent concentration, M; 59,000 compounds, 0.05% hits; in the data active = max dye-equivalent concentration above about 11 nM; inconclusive = between about 1.1 nM and that limit
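Compounds in 100 mM Tris buffer, pH 8.0, were incubated 15 min at room temperature, then read at 547 nm excitation and 598 nm emission. Fluorescence was normalized against a per-plate six-point rhodamine standard curve as dye-equivalent concentration.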
Casp7 inh – allosteric or competitive inhibitors of human caspase-7; recombinant caspase-7, Ac-DEVD-AFC fluorescence rate; 75,000 compounds, 0.02% hits; AID 889; Potency, µM (highest dose often 57.5 µM), inactives show at the highest dose activity change, negative = inhibition, most hits filed as inhibitors; active = well fitted inhibition curve with a large enough effect in the main read-out, with a control signal flat, not every such curve was filed as active; inconclusive = small, poorly fitted or top-dose-only effect, or a change in a side signal; also: potency is read from the fitted curve at half-maximal effect; % of control where 0% means no effect
Target sequence (P55210 24-198 limits assumed): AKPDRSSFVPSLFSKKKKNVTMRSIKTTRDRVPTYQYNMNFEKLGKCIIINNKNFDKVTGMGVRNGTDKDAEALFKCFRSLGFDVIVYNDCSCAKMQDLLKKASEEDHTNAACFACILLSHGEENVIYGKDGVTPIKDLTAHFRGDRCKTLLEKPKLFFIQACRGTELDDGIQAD
Target sequence (P55210 207-303 limits assumed): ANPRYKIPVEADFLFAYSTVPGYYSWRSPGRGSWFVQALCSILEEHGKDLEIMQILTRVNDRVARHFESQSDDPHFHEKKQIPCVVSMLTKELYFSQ
Caspase-1 inhib – allosteric or competitive inhibitors of human caspase-1. P29466. Caspase-1 enzyme, Ac-WEHD-AFC fluorogenic rate. Potency, µM (titrated, usually from 57.5 µM), for inactives: at the top dose activity change, negative = inhibition, most hits filed as inhibitors. 75,000 compounds, 0.03% hits. AID 900;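 also: potency is read from the fitted curve at half-maximal effect; plate controls were vehicle for no effect and no substrate for full effect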
Tau fil binding – binds recombinant human tau filaments | recombinant tau filaments, thioflavin S fluorescence, 15 h; filaments grown with octadecylsulfate alongside compound | P10636 | 71,000 compounds, 2% hits | Potency, µM (series often up to 57.1 µM), inactives show at the highest dose activity change, negative = inhibition;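 also: potency is read from the fitted curve at half-maximal effect; % is scaled to controls: 0 for no effect and ±100 for the full control effect; actives lower thioflavin S fluorescence by blocking filaments or displacing dye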
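ThS-based fibril read: tau 1 uM final, inducer ODS 30 uM final, 37 C for 15 h, ex 450/em 510 nm.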
* hit, by the source's call; i = inactive; ? = inconclusive; · = not tested or not shown; & = joins results of further samples; ! = repeats disagree; [ ] = another dose, or the depositor's remark. Unless noted, calls follow the shape of the dose curve; as a rule, active = well fitted curve in the direction sought with a large enough effect; inconclusive = small, poorly fitted or top-dose-only effect, or another doubt; inactive = no such curve, though single readings can be large; an effect the other way counts as inactive or inconclusive. The list is partial (hit frequency here may not be typical).

Every second line gives: A350 autofl | HEK293 cAMP cs | FLuc inh | ERK AVP block | 4-MU autofl | Fluorescein autfl | TexasRed autofl | Rhodamine autofl | Casp7 inh | Caspase-1 inhib | Tau fil binding
CCC(c1nnnn1Cc1ccco1)N1CCC(C(N)=O)CC1 (stereo not given)
 : i | 6.2% | -1.0% | 0.3% | i | i | i | i | 1.2% | -1.0% | -2.6%
O=C1CCC(C(=O)O)(c2ccccc2)C1 (stereo not given)
 : ? | -2.8% | 0.2% | -4.8% | i | ? | i | i | -0.3% | -0.6% | 4.6%
O=c1/c(=C\c2cccnc2)sc2nc3ccccc3n12
 : i | ? | -10.4% | -17.8% | i | i | i | i | -1.0% | -0.5% | -2.3%
CC(=O)NCCNc1cc(-c2ccccc2CN(C)C)ncn1
 : i | -5.3% | 2.3%[2.29 µM] | 10.8% | i | i | i | i | -1.9% | -0.6% | 9.2%
Cc1c(-c2ccccc2)c(P(=O)(N2CCOCC2)N2CCOCC2)c2ccccn12
 : 1.17e-06M* | 4.8% | -0.8% | -4.6% | 1.23e-06M* | i | i | i | -10.4% | -11.6% | -16.0%
c1ccc(-n2ncc(-c3nn[nH]n3)n2)cc1
 : · | 12.9% | -2.2% | 23.7% | · | · | · | · | 1.1% | 2.3% | -17.1%
CCOc1ccccc1N
 : · | -3.0% | · | -10.6% | · | · | · | · | 0.4% | -0.1% | -10.1%
Cc1ccc(-n2c(Cc3cccn3C)nnc2SCC(=O)N2CCN(c3ccccc3)CC2)cc1
 : i | 7.8% | 0.3% | -3.9% | i | i | i | i | 0.1% | -2.2% | 9.8%
CN(C)c1cccc(N=C2C=C(N3CCOCC3)CC(C)(C)C2)c1
 : i | 4.7% | 10.7% | -5.8% | i | ? | i | i | -4.7% | -5.7% | -18.9%
CCN(CC)c1ccc(-c2nn3c(-c4cccnc4)nnc3s2)cc1
 : 1.41e-07M* | · | -2.5%[25.5 µM] | · | 1.26e-07M* | i | i | i | · | · | ·
CC1(C)CC(=O)c2c(-c3cccs3)n[nH]c2C1
 : ? | 2.4% | -13.9% | -4.9% | ? | i | i | i | 0.3% | 0.5% | 6.4%
COc1cccc(-c2ccc3ncnc(NCc4cccnc4)c3c2)c1
 : i | 27.1% | -0.9%[2.29 µM] | ? | i | i | i | i | -4.0% | -1.7% | -4.7%
COC(=O)c1ccccc1N1C(=O)[C@@H]2C(c3ccc(Br)cc3)=NO[C@@H]2C1=O
 : i | · | 0.3%[25.5 µM] | · | i | ? | i | i | · | · | ·
CCn1nc(NC(=O)c2ccncc2)c2cc3ccccc3nc21
 : 1.16e-08M* | 26.8% | -3.9% | -24.3% | ? | ? | i | i | -9.3% | -9.0% | -9.3%
CCC(=O)[C@@H](c1ccccc1)c1ccccn1
 : i | 9.6%[11.4 µM] | 1.2%[11.4 µM] | -0.3%[11.5 µM] | i | i | i | i | 2.4%[11.5 µM] | -2.8%[11.5 µM] | 5.9%[11.4 µM]

Individual results from above:
`CCn1nc(NC(=O)c2ccncc2)c2cc3ccccc3nc21` @ ERK AVP block = -24.3%
`Cc1c(-c2ccccc2)c(P(=O)(N2CCOCC2)N2CCOCC2)c2ccccn12` @ 4-MU autofl = 1.23e-06M*
`O=C1CCC(C(=O)O)(c2ccccc2)C1` (stereo not given) @ HEK293 cAMP cs = -2.8%

New compounds follow:
Every second line gives: A350 autofl | HEK293 cAMP cs | FLuc inh | ERK AVP block | 4-MU autofl | Fluorescein autfl | TexasRed autofl | Rhodamine autofl | Casp7 inh | Caspase-1 inhib | Tau fil binding
O=C(NCC1CCCO1)C1CCN(c2ccc(S(=O)(=O)N3CCCC3)cc2)CC1 (stereo not given)
 : i | 4.9% | -1.3% | 3.4% | i | ? | ? | i | 2.3% | -0.2% | 14.8%
CO[C@@]12C[C@@H](COC(=O)c3cncc(Br)c3)CN(C)[C@H]1Cc1cn(C)c3cccc2c13
 : i | 12.7% | 1.4% | ? | i | 2.53e-08M*! | i | i | -7.8% | -5.8% | ?
COCCCN(C(=O)c1cccnc1SC)c1c(N)n(Cc2ccccc2)c(=O)[nH]c1=O
 : i | 1.5% | 0.7% | -0.3% | i | i | i | i | 0.8% | 1.3% | 1.2%
CCCCN(CC)CCNC(=O)C1c2cc(OC)c(OC)cc2C(=O)N2CCc3ccccc3C12 (stereo not given)
 : i | 8.1% | -0.7% | 9.9% | i | i | i | i | 1.9% | -2.6% | 7.4%
Cc1cccc(N(CC(N)=O)C2SC(=O)N(c3ccccc3)C2=O)c1 (stereo not given)
 : i | -10.7% | 0.9% | -5.2% | i | ? | i | i | -0.2% | -2.5% | -6.9%
COc1ccc2c(c1)c(CC(=O)OCC(=O)O)c(C)n2C(=O)c1ccc(Cl)cc1
 : i | -2.5%[25.6 µM] | 0.9%&19.3%[25.5 µM] | 1.9% | i | ? | i | i | -0.1% | -0.3% | 12.9%[25.6 µM]
C[C@@](N)(Cc1c[nH]c2ccccc12)C(=O)O
 : i | -1.3%[11.4 µM] | 1.8%[11.4 µM] | 9.5%[11.5 µM] | i | ? | i | i | 0.0%[11.5 µM] | -0.1%[11.5 µM] | -3.6%[11.4 µM]
Oc1ccccc1Nc1ncnc2c1oc1ccccc12
 : i | 11.9% | -2.0% | -18.6% | i | i | i | i | 1.8% | 0.9% | 67.9%
CCc1ccc2nc3c(c(C(=O)O)c2c1)CCC3
 : i | ? | 6.1% | 51.1%[activator] | i | i | i | i | 1.8% | -2.6% | 16.9%
Cc1nc2ccccc2n1S(=O)(=O)c1ccc(S(=O)(=O)N2CCCCCC2)cc1
 : i | 1.9% | -10.7% | 16.5% | i | ? | ? | i | -1.3% | 2.6% | -2.6%
NCCCc1ccc2oc3ccccc3c2c1
 : i | 7.1%[11.4 µM] | 0.8%[11.4 µM] | 3.0%[11.5 µM] | i | ? | i | i | 0.8%[11.5 µM] | -1.2%[11.5 µM] | -14.3%[11.4 µM]
COc1ccc(C(=O)CSc2cc(C)nc3nc(C)nn23)cc1OC
 : ? | 12.7% | 2.3% | -20.8% | ? | i | i | i | -1.2% | 0.5% | 8.1%
COC(=O)c1ccc(CSc2ncnc3c2sc2nc(N4CCOCC4)c4c(c23)CCCC4)o1
 : 4.84e-08M* | · | -1.7%[25.5 µM] | · | 4.24e-08M* | i | i | i | · | · | ·
CCOC(=O)N1CCN(C(=O)Nc2ccc3nc(C)c(C)nc3c2)CC1
 : · | 1.2% | 0.8% | -10.2% | · | · | · | · | -21.8% | ? | ?
c1ccc(Nc2ccccc2Nc2ccccn2)nc1
 : i | 1.2% | 1.2% | -27.2% | i | ? | i | i | -1.8% | -3.1% | 36.8%
NC(=O)c1ccsc1NC(=O)COC(=O)Cc1ccsc1
 : i | -18.7% | -12.0% | 3.6% | i | i | i | i | -1.8% | -2.6% | 0.9%
CCOC(=O)N1CCN(c2ncnc3c2oc2nc(C(C)C)c4c(c23)CCC4)CC1
 : i | 10.3% | 1.7% | -0.1% | i | i | i | i | -0.9% | 1.6% | 8.8%
Cc1ccc(NC(=O)CSCC(=O)Nc2ncc3c(n2)CC(c2ccco2)CC3=O)cc1 (stereo not given)
 : i | 0.2% | -0.4% | -23.1% | i | i | i | i | -11.8% | -0.4% | -14.3%
NC(=O)NCCS[C@H]1CCCC[C@@H]1O
 : i | ? | 2.2%[11.4 µM] | -2.5%[11.5 µM] | i | ? | i | i | 2.9%[11.5 µM] | -1.9%[11.5 µM] | -2.6%[11.4 µM]
O=C(O)CCCSc1ccccc1
 : 1.24e-08M* | 4.4%[11.4 µM] | 2.5%[11.4 µM] | 20.0%[11.5 µM] | 1.11e-08M* | i | i | i | 0.1%[11.5 µM] | 0.9%[11.5 µM] | 8.0%[11.4 µM]
COc1ccc(CNC(=O)NCc2ccc(OC)c(OC)c2)cc1OC
 : i | 2.2% | -2.7% | -3.5% | i | i | i | i | -0.2% | 2.0% | -9.8%
CN(c1cccc(NC(=O)COc2ccccc2)c1)S(C)(=O)=O
 : i | 3.3% | ? | -14.2% | i | i | i | i | 0.1% | 0.3% | -1.4%
CC(C)CN(C(=O)COC(=O)c1cc2c(s1)CCC2)C1CCS(=O)(=O)C1 (stereo not given)
 : 1.19e-08M* | 16.0% | -4.3% | 8.9% | ? | ? | i | i | -24.2% | -7.8% | -10.2%
COC(=O)CN1C(=O)C2(OCCCO2)c2cc(Br)ccc21
 : i | 6.5% | 1.9% | 6.1% | i | ? | ? | i | -0.2% | 0.3% | 5.1%
CCCCC1(C(=O)OCC)CC(CN2CCOCC2)OC1=O (stereo not given)
 : i | · | 0.7%[25.5 µM] | · | i | ? | i | i | · | · | ·
COC(=O)c1cc(NC(=O)CC2NCCNC2=O)cc(C(=O)OC)c1 (stereo not given)
 : i | -1.7% | -0.3% | -11.8% | i | ? | i | i | -1.5% | -0.6% | -0.2%
c1n[nH]c(NC2=NCCC2)n1
 : i | -5.4% | 2.6% | -15.1% | i | i | i | i | -0.2% | 1.3% | -0.3%
COc1ccc(CSc2nc(C)cc(=O)[nH]2)cc1Br
 : i | ? | 0.9% | -5.5% | i | ? | i | i | -1.9% | -1.8% | 7.1%
NC(=O)C1CCN(C(c2ccccc2Cl)c2nnnn2CC2CCCO2)CC1 (stereo not given)
 : i | 5.0% | 3.1% | 26.1% | i | i | i | i | -4.8% | 1.0% | 5.3%

Source: PubChem
